Source: PubChem (several laboratories)
SSB-PriA inh: K. pneumoniae PriA-SSBct interaction inhibition; AlphaScreen SSBct-PriA binding, biotinylated peptide; inhibition, % at 33 µM; hit rate 0.6% among 430,000; AID 1272365; in the data active = inhibition mostly above about 37%, no sharp cut-off; inactive = mostly below about 20%;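 note: plate controls were negative control peptide for no effect and reference peptide for full effect; strong numbers were not always called active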
DUSP3 inh: inhibitors of human VHR1 phosphatase (DUSP3) | recombinant VHR phosphatase, pNPP absorbance | hit rate 0.52% among 290,000 | AID 1654 | inhibition, % at 13.3 µM; in the data active = inhibition above about 50%; note: some compounds called inactive have numbers as strong as hits
Target sequence (P51452 whole entry, looked up): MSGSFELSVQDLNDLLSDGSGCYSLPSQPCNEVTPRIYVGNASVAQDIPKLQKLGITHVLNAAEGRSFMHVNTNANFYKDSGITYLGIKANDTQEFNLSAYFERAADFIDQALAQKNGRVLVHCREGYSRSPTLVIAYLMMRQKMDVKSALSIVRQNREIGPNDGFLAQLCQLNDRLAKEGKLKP
PrPC TRFRET: cell surface PrPC inhibition, primary TR-FRET screen | hit rate 0.43% among 370,000 | TR-FRET read-out | P04156 | inhibition, % at 13.8 µM; in the data active = inhibition above about 24%; note: 0% = median of the test wells and 100% = reference compound wells
CCHFV vOTU inh: CCHFV vOTU protease inhibition | Pep-AMC fluorescence | inhibition, % at 11.5 µM | hit rate 0.55% among 370,000 | AID 651958; in the data active = inhibition above about 30%; note: 0% = vehicle wells with enzyme and 100% = no enzyme wells
Vc quorum ag: induces V. cholerae light production without autoinducers. V. cholerae BH1578 lux reporter, luminescence, 6 h. activation, % at 18.7 µM. hit rate 0.16% among 350,000. AID 588436; in the data active = activation mostly above about 9.7%, no sharp cut-off; note: not every result past the cut was called active; inactives centre near 0; reference of the scale not given here
TcdB inh: inhibitors of Clostridioides difficile toxin B glycohydrolase; P18177; TcdB glycohydrolase enzymatic assay, plate reader; hit rate 0.24% among 350,000; inhibition, % at 9.99 µM; in the data active = inhibition above about 10%
Y pestis TopoI: Y. pestis Topo-I inhibition via cleavage products | Y. pestis Topo-I cleavage product accumulation, plate reader | activity, % at 10 µM | hit rate 0.064% among 360,000 | AID 504884; in the data active = activity above about 50%, passing the limit was not always enough; note: inactives centre near 2
MazEF act: activators of E. coli MazEF toxin-antitoxin RNase | AID 504720 | activation, % at 20 µM | P0AE70 | hit rate 0.32% among 350,000 | FAM/BHQ RNA-DNA oligo cleavage fluorescence, 5 h; in the data active = activation above about 50%
Target sequence (P0AE70 whole entry, looked up): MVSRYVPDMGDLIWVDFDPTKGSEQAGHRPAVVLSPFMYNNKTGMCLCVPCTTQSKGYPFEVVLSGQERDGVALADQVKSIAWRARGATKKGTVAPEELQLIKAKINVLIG
Rv3671c protease: inhibitors of M. tuberculosis serine protease Rv3671c; P9WHR9; inhibition, % at 5.96 µM; hit rate 0.048% among 320,000; in the data active = inhibition above about 38%;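 note: extracellular domain of Rv3671c used as enzyme; 0% = enzyme with DMSO and 100% = no enzyme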
Target sequence (P9WHR9 whole entry, looked up, the tested form may be a part): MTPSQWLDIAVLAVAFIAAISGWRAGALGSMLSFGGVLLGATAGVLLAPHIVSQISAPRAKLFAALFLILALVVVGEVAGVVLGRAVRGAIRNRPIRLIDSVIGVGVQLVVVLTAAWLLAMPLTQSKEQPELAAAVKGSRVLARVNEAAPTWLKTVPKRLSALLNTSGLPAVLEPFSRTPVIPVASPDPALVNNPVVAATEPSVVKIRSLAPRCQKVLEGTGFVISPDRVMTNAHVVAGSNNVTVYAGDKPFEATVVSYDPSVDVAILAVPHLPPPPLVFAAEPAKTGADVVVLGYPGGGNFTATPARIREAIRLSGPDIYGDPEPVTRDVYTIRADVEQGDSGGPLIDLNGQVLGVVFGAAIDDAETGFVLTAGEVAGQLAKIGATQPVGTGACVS
SARS 3CLpro inh: SARS-CoV 3CLpro protease inhibition; P0C6X7; AID 1706; hit rate 0.14% among 290,000; recombinant SARS-CoV 3CLpro, quenched FRET peptide cleavage; inhibition, % at 6 µM; in the data active = inhibition above about 12%
* = called active by the depositor; i = inactive; . = not tested or not shown; + = active, no number; & = joins results of further samples. A portion of the library; rates above refer to the full screens.

SMILES	SSB-PriA inh	DUSP3 inh	PrPC TRFRET	CCHFV vOTU inh	Vc quorum ag	TcdB inh	Y pestis TopoI	MazEF act	Rv3671c protease	SARS 3CLpro inh
O=c1[nH]c(=O)n(CCC2=CCCCC2)c(O)c1/C=N/Nc1cccc2ccccc12	.	-8	8	2	-0.1	-0.1	-7	-8	-1	0
O=[N+]([O-])c1ccc2c(c1)nnn2-c1ccccc1	-11	6	-38	1	i	1.3	5	8	4	-2
CCO[C@H]1OC(C(=O)NCc2nc3ccccc3[nH]2)=C[C@@H](c2ccccc2)[C@@H]1CCCO	-2	7	-3	2	-0.5	1.4	9	4	-5	2
Cc1ccc(Sc2ccc(CO)cc2[N+](=O)[O-])cc1	18	19	-13	5	-0.2	-1.0	-5	3	5	2
COc1ccc2ccccc2c1CNC(C)c1ccccc1 (stereo unspecified)	-14	24	2	-9	-0.7	1.5	4	-27	1	-1
Cc1ccc(/C=N/NC(=O)CNC(=O)c2ccc(C)c([N+](=O)[O-])c2)o1	.	-7	-21	-4	i	1.2	1	-13	2	6
CC(C)COc1ccc(C(=O)OCC(=O)N(C)CC(=O)Nc2ccc(F)cc2)cc1	4	.	5	-7	-1.1	2.3	-9	-7	-10	.
O=C(O)C1OC(Oc2cc3oc(-c4ccccc4)cc(=O)c3c(O)c2O)C(O)C(O)C1O (stereo unspecified)	-11	20	-8	13	i	-9.4	-9	-3	4	3
CCC1=NN(C(=O)C(=O)Nc2ccccc2OC)C(O)(C(F)(F)F)C1 (stereo unspecified)	-4	26	-1	8	1.0	.	7	-15	-2	4
Cn1nc(-c2ccc(Cl)cc2)c2cc(C(=O)N3CCOCC3)sc21	-10	-31	-5	-2	-0.2	2.3	6	9	-7	3
COc1cccc(-n2nnc3c(=O)n(CC(=O)N4CCC(C)CC4)cnc32)c1	-17	30	1	1	-6.2	0.7	-3	4	-1	2
O=C(c1ccc(NC(=O)C(c2ccccc2)c2ccccc2)cc1)c1ccc(C(=O)O)c(C(=O)O)c1	-13	-3	-6	16	-0.8	-0.9	2	-4	1	3
Cc1ccc(N2C(=O)NC(NS(=O)(=O)c3ccccc3)(C(F)(F)F)C2=O)cc1 (stereo unspecified)	1	22	2	-12	-1.5	1.9	9	13	4	-8
COc1ccc(Cn2c(=N)c(C(=O)NC3CCCCC3)cc3c(=O)n4ccccc4nc32)cc1	-1	-4	-15	11	i	0.3	3	-37	2	8
Cc1cc(C)cc(C(=O)NCCC(=O)N2CCC3(CC2)NCCc2[nH]cnc23)c1	-7	34	-6	17	-2.6	0.8	-1	-5	-12	-5
O=C(CN(c1ccc(Cl)c(C(F)(F)F)c1)S(=O)(=O)c1ccccc1)N1CCOCC1	-9	-12	1	1	-0.5	.	-7	-6	13	-1
CSc1nc(N)c(NC(=O)c2ccc(Br)o2)c(=O)[nH]1	-11&-10	14	1	-1	i	-1.6	-7	0	3	-2
Cc1ccc(Cl)cc1N1CCN(C(=O)Cc2cn(C)c3ccccc23)CC1	27	-4	4	8	i	.	35	1	4	0
Cc1ccc(S(=O)(=O)N2CCCCC2C(=O)N2CCN(Cc3ccccc3)CC2)cc1 (stereo unspecified)	6	40	-6	6	-0.4	.	26	-4	-2	-1
COc1ccc(NC(=S)N(CCc2c(C)[nH]c3ccc(C)cc23)Cc2ccco2)cc1	-9	4	-6	4	-0.2	1.0	2	1	-2	3
O=C(COC(=O)/C=C/c1ccc2ccccc2n1)NNC(=O)c1ccc([N+](=O)[O-])cc1	-8	.	-13	10	-0.5	2.2	2	-1	.	.
Cc1ccc(N(C)C(=O)N2CCN(S(=O)(=O)c3ccc4ccccc4c3)CC2)cc1	0	35	6	-8	-0.6	.	45	-5	1	-1
O=C(Nc1ccc(S(=O)(=O)NCCc2ccccc2)cc1)c1ccco1	-1	-16	.	.	i	1.4	-11	2	-12	2
C=CCNc1ncnc2c1ncn2[C@H]1CN(Cc2cccs2)C[C@@H](CO)O1	.	.	-2	0	0.2	-4.2	-4	.	.	.
Cc1ccc(OC(=O)c2cc(C)nn2C(C)(C)C)cc1	-4	-1	8	4	-0.7	0.3	8	5	3	0

4 of these compounds, set out differently.
mol | SSB-PriA inh | DUSP3 inh | PrPC TRFRET | CCHFV vOTU inh | Vc quorum ag | TcdB inh | Y pestis TopoI | MazEF act | Rv3671c protease | SARS 3CLpro inh
Cn1nc(-c2ccc(Cl)cc2)c2cc(C(=O)N3CCOCC3)sc21 | -10 | -31 | -5 | -2 | -0.2 | 2.3 | 6 | 9 | -7 | 3
COc1ccc2ccccc2c1CNC(C)c1ccccc1 (stereo unspecified) | -14 | 24 | 2 | -9 | -0.7 | 1.5 | 4 | -27 | 1 | -1
Cc1ccc(N(C)C(=O)N2CCN(S(=O)(=O)c3ccc4ccccc4c3)CC2)cc1 | 0 | 35 | 6 | -8 | -0.6 | . | 45 | -5 | 1 | -1
CC(C)COc1ccc(C(=O)OCC(=O)N(C)CC(=O)Nc2ccc(F)cc2)cc1 | 4 | . | 5 | -7 | -1.1 | 2.3 | -9 | -7 | -10 | .

Going on with the list:
SMILES	SSB-PriA inh	DUSP3 inh	PrPC TRFRET	CCHFV vOTU inh	Vc quorum ag	TcdB inh	Y pestis TopoI	MazEF act	Rv3671c protease	SARS 3CLpro inh
CCN(CC)S(=O)(=O)c1cccc(C(=O)Nc2ccc(S(=O)(=O)NC3=NCCCCC3)cc2)c1	8	.	6	7	i	-1.8	17	2	-1	.
Cc1cccc(Nc2nnc(SCC(=O)NCC3CCCO3)s2)c1 (stereo unspecified)	3	.	5	-4	-1.2	-0.6	5	5	-4	.
O=C(CCCn1ncn2c(cc3occc32)c1=O)NCc1ccccc1F	-4	-22	-9	7	-0.7	2.1	-3	6	3	-2
COCc1ccc(CN2CCC(C(=O)Nc3cccc(-c4cccc(Cl)c4)c3)CC2)o1	2	-10	-15	13	i	1.0	16	-19	-7	-2
COc1ccc(CC(=O)NCc2ccc3c(c2)cc(C)n3C)cc1OC	-1&-1	2	2	-1	-0.1	0.3	3	0	2	2
C[C@H](CO)N1C[C@H](C)[C@@H](CN(C)C(=O)Nc2ccccc2)Oc2c(NC(=O)C3CCCCC3)cccc2C1=O	-3	.	-1	-10	-0.6	0.2&0.4	12	4	3	.
Cn1c(=O)[nH]c(=O)c2c1nc(NC1CCCCC1)n2Cc1ccccc1	-9	19	5	1	i	.	15	8	-7	-3
O=C(CSCc1cnn(-c2ccccc2)c1-n1cccc1)NCc1cccnc1	15	-19	-4	-6	1.3	6.3	7	6	5	3
COc1cccc(C(=O)NNC(=S)NC2CCCCC2)c1	5	21	4	-8	-0.6	.	1	6	-6	4
COc1ccc(CCSc2nnc(C3CCCCC3)n2N)cc1	-14	30	6	15	-0.4	.	11	-7	2	2
COc1ccc(CNC(=S)Nc2cccc(OC)c2)cc1	3	5	1	-9	-0.3	0.0	1	10	-11	-1
CCOC12CC(C)(C)CC(C)(CC3=C1C(=O)CC(C)(C)C3)C2 (stereo unspecified)	2	-8	5	13	-0.2	0.2	-2	-11	1	6
O=C(O)c1cccc(-c2nnn(Cc3ccccc3)n2)c1	2	4	0	-1	i	.	7	-2	5	1
O=C1C(=O)N(c2ccccn2)C(c2ccc(Br)cc2)/C1=C(/O)c1ccc(Br)cc1 (stereo unspecified)	.	43	0	9	-0.8	-1.0	6	9	.	0
Cc1c(Br)c([N+](=O)[O-])nn1C(C)C(=O)NCc1cccs1 (stereo unspecified)	-3	18	-10	8	4.4	.	0	-13	5	3
COc1cc(C)c(S(=O)(=O)n2c([N+](=O)[O-])cnc2C)cc1C	-17	-10	0	6	-0.2	0.7	0	5	4	3
CCOCCn1c(CN2CCN(CCO)CC2)nc2c1c(=O)n(C)c(=O)n2C	-12	29	0	22	-1.3	-0.9	7	7	4	-2
COc1cccc(CNC(=O)COc2cc(O)c3c(c2)OC(C)(C)CC3=O)c1	-20	13	5	5	-0.6	1.2	19	-2	8	2
CCc1nnc(NC(=O)CSc2nnc(-c3cccnc3)n2CCc2ccccc2)s1	-4	4	-5	-10	i	.	19	-5	-5	-6
O=C(Cc1cn(-c2ccccc2)nc1-c1ccccc1)N1CCCCC1	-1	30	-2	-5	i	1.3	28	9	2	-6
C[N+]1(CN2C(=O)C3C4C=CC(C4)C3C2=O)CCCCC1 (stereo unspecified)	-5	-7	-4	7	-0.3	-0.1	-2	-1	4	5
CCC(=O)OCC(=O)N=c1sccn1Cc1ccc(C)cc1	-13	-7	-3	19	-0.5	0.7	11	-5	-2	0
O=C(Nc1ccc(-c2ccco2)cc1)C1CCCN(Cc2ccc(CO)o2)C1 (stereo unspecified)	1	19	2	0	i	0.3	5	2	-6	-3
CCn1nc2cc(C(=O)NCc3cc(C(F)(F)F)cc(C(F)(F)F)c3)ccc2c1OC	12	-2	15	-18	i	0.0	10	8	3	-2
c1ccc(-c2nccc(-c3ccc4c(c3)OCO4)n2)cc1	8	20	0	3	-2.8	-0.1	-2	12	-3	5
Carrying on.
SMILES	SSB-PriA inh	DUSP3 inh	PrPC TRFRET	CCHFV vOTU inh	Vc quorum ag	TcdB inh	Y pestis TopoI	MazEF act	Rv3671c protease	SARS 3CLpro inh
Cc1cn([C@H]2C[C@H](O)[C@@H](CNCc3cc(Br)ccc3OCc3ccccc3)O2)c(=O)[nH]c1=O	.	.	1	-10	i	2.4	16	3	.	.
CCNC(=O)C1(C)CCN1C(=O)CCc1cccc(Cl)c1 (stereo unspecified)	.	.	1	8	i	-6.5	-6	.	.	.
O=c1c2cc(NC(=S)N3CCC(N4CCCCC4)CC3)ccc2nc2n1CCCCC2	-7	37	10	-11	i	-2.7	-14	4	7	-4
Cc1cc(C)cc(-n2nnc(C(=O)NCc3ccccc3)c2N)c1	-17	-13	9	-3	-2.2	.	-1	5	-6	5
OC(CCN1CCCCC1)c1ccc(-c2ccccc2)cc1 (stereo unspecified)	-8	10	6	3	i	1.4	-6	12	1	1
O=C(NCc1cccc(C(F)(F)F)c1)c1ccc2sc(COCCO)nc2c1	.	.	3	-6	1.0	2.7	5	.	.	.
CCn1c(CNc2ccc(F)cc2)nnc1SCC(=O)N1CCCc2ccccc21	1	7	2	-10	2.9	.	8	-3	8	0
CCOc1cc(N2CCOCC2)c(OCC)cc1NC(=O)c1cc(C)cc(C)c1	8	12	0	7	-0.2	0.1	2	7	3	0
CCOC(=O)C1SC2(C(F)(F)C(F)F)CC1(O)c1c(c(OC)c3occc3c1OC)O2 (stereo unspecified)	-12	6	-2	2	1.6	.	-13	-4	7	5
Cc1cc(-c2ccccc2C(=O)Nc2ccccc2O)on1	-5	24	6	0	-0.3	1.8	-1	1	0	1
Cc1ccc(NC(=O)C2CCN(C(=O)NC3CCCCC3)CC2)c(C)c1	-11	-18	-6	-4	-0.2	.	3	-2	-6	-5
O=C(c1c(F)cccc1F)N1CCCC(c2nc(-c3ccc(Cl)cc3)no2)C1 (stereo unspecified)	-8	15	2	1	i	0.0	46	1	6	0
CC(=O)Nc1ccc(S(=O)(=O)Nc2cc(C)cn(Cc3ccc(C)cc3)c2=O)cc1	3	12	-2	-5	-2.3	0.4	6	15	-1	4
CC(=O)N(C)c1ccc(NC(=O)Cc2cccs2)cc1	-9	11	9	-8	i	-0.4	2	0	7	-2
COc1ccc(NC(=O)C2=CC(c3ccc(OC)c(OC)c3)=NS(=O)(=O)N2C)cc1	38	-6	-14	2	-1.2	-0.5	8	7	-2	-3
Cc1ccc(O)c(N=Cc2ccc(C)s2)c1	6	5	-2	-8	-0.3	.	-4	6	-1	1
c1ccc(-c2cnn3c(-c4ccccc4)c(-c4ccccc4)nc3n2)cc1	-3	1	-6	6	-0.3	.	5	+	.	5
O=C(NCCN1CCOCC1)c1ccc(Cl)c(S(=O)(=O)N2CCCCCC2)c1	-3	17	3	21	1.0	.	1	-2	-1	2
CC/C(=C\C(=O)c1ccncc1)Nc1ccc(O)cc1	.	28	-21	18	-0.4	.	-2	-2	9	-2
O=C(c1ccccc1)C(CCC(CN1CCOCC1)C(=O)c1ccccc1)CN1CCOCC1 (stereo unspecified)	2	29	-1	10	i	.	20	-5	-2	1
